Bioassay records from PubChem BioAssay.
VP16 counter = inhibits Gal4-VP16 luciferase reporter, ROR gamma counter-screen; Drosophila S2 Gal4-VP16 UAS-luciferase, luminescence, 20 h; Potency, µM (top dose mostly 53.6 µM), for inactives: at the top dose activity, negative = inhibition, hits mostly inhibitors; 3.5% of 310,000 active; AID 2546;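 further: Gal4-VP16 expression switched on by copper sulfate through the metallothionein promoter; potency means the concentration at half of the fitted maximal effect; on the % scale 0 is the no-effect control and ±100 the full control effect; nearly all actives have a fitted effect of over 50% in size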
ELG1 genotoxic = induces genotoxicity in HEK293T cells with luciferase-tagged ELG1. HEK293T ELG1-luciferase reporter, luminescence, 16 h. Potency, µM (doses to about 46 µM), inactives show at the top dose activity change, positive = activation, most hits filed as activators. 1.3% of 330,000 active. AID 504466; further: potency means the concentration at half of the fitted maximal effect; % of control where 0% means no effect; nearly all actives have a fitted effect of over 60% in size
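HEK293T cells expressing luciferase-tagged ELG1 were exposed to compound or DMSO vehicle for 16 hr at 37 °C and 5% CO2. Luciferase activity was then measured with ONE-Glo after 30 min at room temperature.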
Menin-MLL TR inh = displaces Texas Red mutant MLL peptide from human menin; Potency, µM (top dose mostly 61.6 µM), inactives show at the highest dose FP activity change, negative = inhibition, most hits filed as inhibitors; 0.23% of 270,000 active; O00255; Menin + Texas Red MLL mutant peptide, fluorescence polarization; active means well fitted inhibition curve with a large enough effect in the polarisation, with a control signal flat, not every such curve was filed as active; inconclusive means small, poorly fitted or top-dose-only effect, or effect the other way, or a change in a side signal; inactive means no such curve, though single readings can be large or run the other way; the % refers to the polarisation; further: potency means the concentration at half of the fitted maximal effect; % of control where 0% means no effect; many of its hits are not listed in these tables
Target sequence (O00255 whole entry, looked up): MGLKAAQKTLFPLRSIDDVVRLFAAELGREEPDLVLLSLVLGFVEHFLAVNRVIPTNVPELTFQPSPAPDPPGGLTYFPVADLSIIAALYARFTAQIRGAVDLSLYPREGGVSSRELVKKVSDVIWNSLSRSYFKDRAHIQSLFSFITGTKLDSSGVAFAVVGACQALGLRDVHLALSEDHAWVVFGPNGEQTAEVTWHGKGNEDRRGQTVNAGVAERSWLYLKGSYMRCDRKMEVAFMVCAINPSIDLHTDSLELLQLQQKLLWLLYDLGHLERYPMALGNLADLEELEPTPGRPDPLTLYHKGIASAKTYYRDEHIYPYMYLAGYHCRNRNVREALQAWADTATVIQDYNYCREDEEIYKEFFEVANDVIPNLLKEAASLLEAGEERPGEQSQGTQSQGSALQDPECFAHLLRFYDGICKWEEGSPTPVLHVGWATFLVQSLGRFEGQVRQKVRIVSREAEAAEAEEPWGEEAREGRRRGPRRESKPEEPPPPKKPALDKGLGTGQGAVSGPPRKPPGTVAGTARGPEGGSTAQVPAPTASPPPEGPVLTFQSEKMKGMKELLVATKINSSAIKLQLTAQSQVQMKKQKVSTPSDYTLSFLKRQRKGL
PKM2 activator = increases activity of human pyruvate kinase M2 | Potency, µM (doses to about 57.5 µM), for the others: at the highest dose activation, usual class: activators | P14618 | purified PKM2, Kinase-Glo ATP luminescence, activation; response scale: 0% is enzyme alone, no compound | 0.34% of 260,000 active; further: potency means the concentration at half of the fitted maximal effect; on the % scale 0 is the no-effect control and ±100 the full control effect; nearly all actives have a fitted effect of over 55% in size
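Purified hPK-M2 (>95% pure) converted ADP (0.1 mM final) to ATP with 0.5 mM PEP in 50 mM imidazole pH7.2, KCl, MgCl2, Tween 20, BSA; 1 h at room temperature. ATP detected by Kinase-Glo luminescence.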
Giardia kill = Giardia lamblia killing. Giardia lamblia trophozoite viability. 0.15% of 340,000 active. activity change, % at 7.66 µM, hits read low; in the data active means activity change below about -80%; inconclusive means between about -30% and that limit;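 further: parasites exposed to compound for two days anaerobically before the ATP read; on the % scale 0 is the no-effect control and ±100 the full control effect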
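Luminescence from cellular ATP indicates surviving trophozoites (100 cells/well) following 48 hrs anaerobic compound treatment at 37 deg C; signal develops 15-30 min at room temperature.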
p53 reactivator = re-activators of mutant p53; H1299 p53-A138V BP100-luciferase reporter, luminescence, 24 h; Potency, µM (titrated, usually from 92.2 µM), without a hit: at the top dose activity change, positive = activation, usual class: activators; 0.063% of 320,000 active; AID 504706; further: potency means the concentration at half of the fitted maximal effect; % of control where 0% means no effect; nearly all actives have a fitted effect of over 45% in size
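H1299 (p53-null), stable ts p53-A138V + BP100-Luc; 1000 cells/well, Opti-MEM/10% FBS; cpd 4 pt, 1:5; 24 h, 37 deg C, 5% CO2; detection reagent 10 min RT; luminescence.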
FLuc counter = inhibits or activates purified firefly luciferase, miR-21 counter-screen; purified FLuc, Km substrates, luminescence inhibition; 6.9% of 360,000 active; P08659; Potency, µM (titrated, usually from 57.5 µM), for inactives: at the top dose activity change, negative = inhibition, hits mostly inhibitors;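 further: potency means the concentration at half of the fitted maximal effect; plate controls were vehicle for no effect and reference inhibitor for full effect; nearly all actives have a fitted effect of over 55% in size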
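Biochemical qHTS of compounds, final roughly 60 µM downward over six points, against 10 nM purified firefly luciferase using Km concentrations of substrates (10 uM D-luciferin, 10 uM ATP) in Tris acetate pH 7.5 buffer; luminescence output.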
BRCA1 expr act = increases BRCA1 expression. MCF7-BRCA1-FFLuc reporter, luminescence, 48 h; response scale: scaled: vehicle 0%, 10 µM genistein 100%. Potency, µM (highest dose often 46.1 µM), without a hit: at the top dose activation, usual class: activators. 1.1% of 380,000 active; further: potency means the concentration at half of the fitted maximal effect; nearly all actives have a fitted effect of over 80% in size; some results filed as inactive show a strong effect at the top dose
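Luminescence from a BRCA1-driven firefly luciferase in MCF7 cells was read after 48 h compound exposure at 37 C. Data normalized against DMSO and a 10microM genistein activation control, then curve-fitted across the titration.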
RORgamma inh = inhibitors of mouse ROR gamma transcriptional activity | 5.4% of 310,000 active | Potency, µM (highest dose often 53.6 µM), without a hit: at the top dose activity change, negative = inhibition, most hits filed as inhibitors | P51450 | Drosophila S2 Gal4-RORgamma UAS-luciferase reporter, 20 h; further: potency means the concentration at half of the fitted maximal effect; on the % scale 0 is the no-effect control and ±100 the full control effect; nearly all actives have a fitted effect of over 60% in size
Target sequence (P51450 whole entry, looked up, the tested form may be a part): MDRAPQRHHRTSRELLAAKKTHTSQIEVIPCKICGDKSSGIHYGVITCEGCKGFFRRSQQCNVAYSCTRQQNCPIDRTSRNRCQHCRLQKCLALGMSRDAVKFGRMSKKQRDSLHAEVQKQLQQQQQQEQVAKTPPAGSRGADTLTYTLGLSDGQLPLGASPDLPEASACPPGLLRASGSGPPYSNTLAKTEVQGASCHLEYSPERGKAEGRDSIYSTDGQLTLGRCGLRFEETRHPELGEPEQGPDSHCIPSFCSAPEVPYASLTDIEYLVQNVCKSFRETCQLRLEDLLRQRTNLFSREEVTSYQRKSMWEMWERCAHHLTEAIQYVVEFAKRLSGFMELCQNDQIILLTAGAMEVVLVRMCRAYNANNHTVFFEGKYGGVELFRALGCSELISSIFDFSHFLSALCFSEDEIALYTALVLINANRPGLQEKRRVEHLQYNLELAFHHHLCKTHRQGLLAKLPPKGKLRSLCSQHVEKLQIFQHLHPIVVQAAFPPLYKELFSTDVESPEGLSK
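Drosophila S2 cells stably expressing Gal4-DBD/mouse RORγ fusion under metallothionein promoter plus UAS-luciferase; compound 1 h, then 700 uM CuSO4 induction for 20 h at ambient temperature; inhibition read as reduced luminescence.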
NPC1 prom act = activators of NPC1 promoter. AID 485313. Huh7 NPC1 promoter luciferase reporter, 24 h. Potency, µM (titrated, usually from 9.22 µM), for the others: at the top dose activation, hits mostly activators. 2.4% of 320,000 active;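 further: potency means the concentration at half of the fitted maximal effect; % of control where 0% means no effect; nearly all actives have a fitted effect of over 60% in size; reporter is driven by a mutant NPC1 promoter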
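Huh7 cells stably carrying NPC1 promoter–luciferase, plated in Opti-MEM with 10% FBS for 2 h, were exposed to compound in DMSO for 24 h at 37 °C; luciferase reagent was added for 10 min and luminescence read.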
Rab9 promoter act = Rab9 promoter activation | Huh7 Rab9 promoter-luciferase reporter, luminescence, 24 h | Potency, µM (highest dose often 9.22 µM), for the others: top-dose activation, negative = inhibition, most hits filed as activators | 2.8% of 320,000 active | AID 485297; further: potency means the concentration at half of the fitted maximal effect; % of control where 0% means no effect; nearly all actives have a fitted effect of over 60% in size
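Cells were plated at 1500 per well in reduced-serum medium with 10% FBS and left 2 h. Compound in DMSO was then added for 24 h at 37 °C. Reporter signal was read by luminescence after 10 min with luciferase detection reagent.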
* = called active by the depositor; ? = inconclusive; nt = no result given; [ ] = remark or other dose. Unless noted, the call rests on the fitted dose curve; in most records, active means well fitted curve in the direction sought with a large enough effect; inconclusive means small, poorly fitted or top-dose-only effect, or another doubt; inactive means no such curve, though single readings can be large; an effect the other way counts as inactive or inconclusive. This is a subset; rates above refer to the full screens.

SMILES | VP16 counter | ELG1 genotoxic | Menin-MLL TR inh | PKM2 activator | Giardia kill | p53 reactivator | FLuc counter | BRCA1 expr act | RORgamma inh | NPC1 prom act | Rab9 promoter act
CCN(CC)c1ccc(NC(=O)CCS(=O)(=O)c2ccc(Br)cc2)c(C)c1 | 6% | -3% | 18% | nt | -7 | 2% | 0% | 1% | 1% | -2% | 3%
CSc1ncccc1C(=O)N1CCN(S(=O)(=O)c2ccc(C)cc2)CC1 | -1% | -6% | 3% | -7% | -1 | 2% | 0% | 0% | 7% | -4% | 5%
Cc1ccc(S(=O)(=O)Nc2cccc(C(=O)NCCCN3CCCC3=O)c2)cc1F | nt | -1% | nt | nt | 12 | -3% | 4% | -32% | nt | 1% | 1%
COc1cccc(CN(C)C(=O)c2cc(S(=O)(=O)N3CCN(c4ccccc4)CC3)ccc2Cl)c1 | ? | -14% | nt | 0% | 11 | -2% | 1% | -50% | ? | -9% | -2%
O=S(=O)(Nc1cccc(S(=O)(=O)N2CCOCC2)c1)c1ccc2c(c1)OCCO2 | 9% | -7% | 22% | -8% | 16 | 1% | -10% | -1% | 43% | -10% | 8%
O=[N+]([O-])c1cc2c(cc1[N+](=O)[O-])OCCOCCOCCOCCO2 | -9% | -11% | 8% | 4% | -4 | 21% | 0% | -10% | -19% | -7% | 0%
CC(=O)c1sc(NC(=O)c2ccc(Cn3cc(Br)cn3)o2)nc1C | -4% | 8% | 11% | 11µM* | 3 | 13% | ? | 1% | 24% | 1% | 0%
CCOC(=O)C1CCN(CC(=O)Nc2c(C(=O)OC)[nH]c3cccc(C)c23)CC1 | 4% | -1% | -1% | -1% | 0 | 0% | -1% | -8% | -1% | 6% | -5%
COc1cccc(NC(=O)CN(C)C(=O)CCCc2nc3ccccc3s2)c1 | nt | 8% | nt | nt | 11 | -6% | ? | 8% | nt | -1% | -2%
Cc1cc(C(=O)Nc2nc3ccc(Cl)cc3s2)nn1C | -14% | ? | nt | 4% | -3 | 24% | 2.1µM* | ? | ? | 1.4µM* | 0.63µM*
Cc1ccccc1NC(=O)CSc1nn2c(=O)c(C)nnc2s1 | 4% | -1% | -10% | 5% | 0 | 1% | 0% | -11% | ? | -2% | 4%
Cc1ccc(NC2CCCN(C(=O)c3cn4cc(Cl)ccc4n3)C2)cc1C (configuration not stated) | 10% | 0% | nt | nt | -17 | -8% | 1% | -1% | 3% | 1% | 0%
Cc1ccccc1-c1noc(-c2ccc(Cl)cc2)n1 | 19% | ? | 4% | -8% | -13 | 18% | 1.1µM* | 60% | 37% | 4µM* | 2.8µM*
O=S(=O)(CCc1nc2ccccc2o1)c1ccc(Cl)c(Cl)c1 | -9% | -2% | ? | -3% | -1 | -8% | 3% | -1% | -15% | 1% | 5%
CCCC(=O)Nc1ccc(C(=O)n2ccc(C)n2)cc1 | 5% | 0% | -5% | 2% | -10 | 0% | -5% | -2% | -1% | 3% | 1%
CC(C)N1CCC(=NNC(=O)c2ccc(Br)o2)CC1 | -9% | 8% | 11% | -3% | 1 | 7% | -1% | 6% | -31% | -2% | 3%
O=C(CN1C(=O)CCC1=O)NNc1ccc2ccccc2c1 | 5%[10 µM] | 7% | 13% | 0% | 4 | -10% | 0% | -36% | -31% | -1% | -4%
Cc1ccc(NC(=O)CNCCCN2CCOCC2)cc1S(=O)(=O)N1CCCCC1 | 12% | -8% | nt | 0% | -16 | -2% | 1% | -2% | -2% | -2% | 2%
CCOc1ccc(/C(O)=C2/C(=O)C(=O)N(CCOCCO)C2c2ccc(F)cc2)cc1 (configuration not stated) | 1% | -2% | -2% | -2% | 5 | -9% | 1% | 2% | -15% | -2% | -2%
N#Cc1c(NC(=O)Cn2cnc3ccccc3c2=O)oc(-c2ccccc2)c1-c1ccccc1 | 3% | 0% | ? | -1% | -17 | 14% | 2% | -7% | 23% | -3% | -8%
CC(=O)c1c(N(C)C)ccnc1C(F)(F)F | 3% | -3% | 12% | 2% | 8 | -2% | 3% | -7% | -1% | -2% | -2%
CC(C)(CO)N=C1NS(=O)(=O)c2cc([N+](=O)[O-])ccc21 | ? | -5% | 0% | -9% | -3 | 28% | 1% | -32% | ? | -1% | 9%
O=C(O)CCC1(CCC(=O)O)c2ccccc2-c2ccccc21 | -4% | 1% | 1% | -1% | 8 | nt | 1% | -31% | -5% | 0% | -6%
c1ccc(Nc2ccnc(Nc3ccccc3)n2)cc1 | ? | ? | nt | 2% | -1 | ? | 1.9µM* | ? | -20% | 2.5µM* | ?
CCn1c(Cc2ccc(OC)cc2)nnc1SCC(=O)NC1CCCCC1 | 4% | -1% | -4% | -1% | -5 | -2% | 4% | 21% | -7% | 0% | -5%
Nc1ncc(Br)cc1S(=O)(=O)NCCC(=O)NCCc1ccc(Cl)cc1 | -8% | -8% | nt | nt | -6 | -1% | -1% | 2% | 12% | -2% | -3%
COc1ccc(Cc2nnc(NS(=O)(=O)c3ccc(Cl)cc3)s2)cc1OC | -2% | -1% | 7% | 4% | 0 | -5% | ? | 20% | 9% | 2% | -4%
CCOc1ccc(CCNC(=O)CCn2ccc3cc(S(=O)(=O)N4CCCC4)ccc32)cc1 | 2% | -9% | 9% | -8%[0.46 µM] | 3 | -7% | -1% | -33% | 22% | 3% | -2%
CCN(CC)c1ccc(S(=O)(=O)N2CCOCC2)cc1NC(=O)COC(=O)c1ccco1 | nt | -1% | nt | nt | 3 | 11% | 0% | -1% | nt | -3% | 0%
Cn1cc(CN2CCN(CC(C)(C)C)C(CCO)C2)c2ccccc21 (configuration not stated) | 8% | -3% | -20% | 0% | 13 | ? | -2% | -19% | -24% | 5% | -8%
Cn1nc(C(F)(F)F)c(CN2CC(C)(C)C2=O)c1N1CCOCC1 | -2% | 0% | 8% | 0% | -4 | 0% | 1% | 18% | -1% | -6% | -1%
CC(=O)c1cccc(NC(=O)NNC(=O)CCC(=O)Nc2ccc(C)c(C)c2)c1 | 1% | 0% | 5% | 8% | -4 | 0% | -5% | -10% | -2% | -1% | 0%
Cc1cc(C(=O)N2CCc3ccccc3C2)n[nH]1 | 20% | 10% | -2% | nt | -6 | 24% | 0% | 0% | 4% | 4% | 0%
COc1ccc(NC(=O)N2CCCC(C(=O)Nc3ccccc3OC)C2)cc1 (configuration not stated) | -7% | 8% | 2% | -2% | -26 | 1% | 1% | 1% | -2% | -2% | -2%
CS(=O)(=O)NCCCNc1ccc(C(F)(F)F)cc1[N+](=O)[O-] | 11% | 0% | nt | -5% | 0 | -2% | -3% | 12% | 33% | -2% | -3%
Cc1cc(C)c(CN2CCC(n3nccc3NC(=O)C3CCCC3)CC2)cc1C | -7% | -5% | nt | nt | -18 | 15% | 0% | -4% | -14% | -3% | -2%

Whole records, looked up by structure. Order of screens: VP16 counter, ELG1 genotoxic, Menin-MLL TR inh, PKM2 activator, Giardia kill, p53 reactivator, FLuc counter, BRCA1 expr act, RORgamma inh, NPC1 prom act, Rab9 promoter act
Cn1cc(CN2CCN(CC(C)(C)C)C(CCO)C2)c2ccccc21 (configuration not stated) reads 8%, -3%, -20%, 0%, 13, ?, -2%, -19%, -24%, 5%, -8%
CCOC(=O)C1CCN(CC(=O)Nc2c(C(=O)OC)[nH]c3cccc(C)c23)CC1 reads 4%, -1%, -1%, -1%, 0, 0%, -1%, -8%, -1%, 6%, -5%
CC(=O)c1c(N(C)C)ccnc1C(F)(F)F reads 3%, -3%, 12%, 2%, 8, -2%, 3%, -7%, -1%, -2%, -2%

(list continues)
SMILES | VP16 counter | ELG1 genotoxic | Menin-MLL TR inh | PKM2 activator | Giardia kill | p53 reactivator | FLuc counter | BRCA1 expr act | RORgamma inh | NPC1 prom act | Rab9 promoter act
COC(=O)C1=C(C(=O)OC)SC2(S1)C(C(=O)OC)=C(C(=O)OC)SC1=C2c2cc(C)ccc2NC1(C)C | ? | -5% | nt | 7% | -3 | 3% | -18% | -57% | 4.5µM* | 1% | -2%
CCCOc1ccc(-c2nnn(CC(=O)N3CCCC(C)C3)n2)cc1 (configuration not stated) | -9% | 0% | nt | -5% | -6 | 4% | 15µM* | 46% | ? | -2% | -2%
O=C(CNC(c1ccccc1)c1ccccc1)NCc1ccccc1Cl | -13% | -2% | ? | nt | 7 | 7% | -1% | -1% | 29% | -2% | -3%[1.84 µM]
O=C(CSc1nc2ncccc2[nH]1)NCc1ccccc1 | -9% | 1% | 10% | 0% | 13 | -4% | 6% | 6% | 13% | -10% | 6%
